# Screens as filed in PubChem.
# FXIa mix inh: inhibitors of human coagulation factor XIa, pooled mixtures. P03951. purified FXIa, fluorogenic substrate. inhibition, % at 5 µM. 62,000 tested, 0.19% active;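 also: each value is inhibition by a whole ten-compound pool holding the compound; 0% = enzyme with no mixture and 100% = wells lacking enzyme; strong numbers were not always called active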
# Target sequence (P03951 19-387 limits assumed): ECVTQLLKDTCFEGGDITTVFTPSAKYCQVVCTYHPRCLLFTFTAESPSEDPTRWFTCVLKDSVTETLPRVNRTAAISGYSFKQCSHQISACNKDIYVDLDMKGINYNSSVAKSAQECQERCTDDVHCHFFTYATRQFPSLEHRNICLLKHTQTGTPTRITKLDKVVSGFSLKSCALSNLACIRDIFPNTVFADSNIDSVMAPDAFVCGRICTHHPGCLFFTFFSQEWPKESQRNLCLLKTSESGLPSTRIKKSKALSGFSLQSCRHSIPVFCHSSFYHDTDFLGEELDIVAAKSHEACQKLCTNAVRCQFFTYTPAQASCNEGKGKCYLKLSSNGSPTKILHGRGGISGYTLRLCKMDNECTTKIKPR
# Target sequence (P03951 388-625 limits assumed): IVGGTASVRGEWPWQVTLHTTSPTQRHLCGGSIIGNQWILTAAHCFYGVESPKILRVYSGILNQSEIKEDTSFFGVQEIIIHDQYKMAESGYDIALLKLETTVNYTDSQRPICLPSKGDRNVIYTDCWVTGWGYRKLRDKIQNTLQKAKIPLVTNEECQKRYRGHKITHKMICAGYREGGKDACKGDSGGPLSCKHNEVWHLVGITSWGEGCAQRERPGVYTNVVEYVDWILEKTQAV
# CatB inh: human cathepsin B inhibition; 63,000 tested, 0.1% active; P07858; inhibition, %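 (tested at 10 µM)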; purified cathepsin B, fluorogenic substrate, fluorescence; in the data active = inhibition above about 21%;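 also: 0% = enzyme with no compound and 100% = no enzyme blank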
# CatL inh: blocks human cathepsin L protease activity; purified cathepsin L, fluorogenic substrate, fluorescence; inhibition, %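 (tested at 10 µM)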; 58,000 tested, 0.17% active; in the data active = inhibition above about 45%;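 also: 0% = enzyme with no compound and 100% = no enzyme blank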
# Target sequence (P07711 114-288 limits assumed): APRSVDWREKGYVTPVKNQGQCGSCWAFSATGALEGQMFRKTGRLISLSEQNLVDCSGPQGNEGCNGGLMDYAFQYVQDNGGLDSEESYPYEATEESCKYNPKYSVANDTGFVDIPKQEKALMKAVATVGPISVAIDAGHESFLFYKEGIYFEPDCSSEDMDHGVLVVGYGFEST
# Target sequence (P07711 292-333 limits assumed): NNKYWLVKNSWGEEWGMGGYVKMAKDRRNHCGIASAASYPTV
# FXIIa inh mix: factor XIIa (human) inhibition, mixture screen; purified FXIIa, fluorogenic substrate, pooled mixtures; 62,000 tested, 0.2% active; P00748; inhibition, % at 5 µM;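 also: 0% = enzyme without compound and 100% = no enzyme blank; some results filed as inactive read as strong as hits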
# C1s block: blocks human complement C1s protease activity; P09871; purified C1s, fluorogenic AMC substrate, pooled mixtures; mean inhibition % of two 10-compound mixtures (hits give high values), % at 5 µM (by protocol); 62,000 tested, 0.16% active;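 active = inhibition above 20% in each of the two 10-compound mixture wells holding the compound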;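 also: 0% = enzyme wells lacking compound mixture and 100% = no-enzyme blank wells; some compounds called inactive have numbers as strong as hits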
# CatB mixtures: inhibitors of human cathepsin B in compound mixtures | P07858 | Purified cathepsin B, AMC dipeptide fluorescence | inhibition, %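 (ten-compound pools at 5 µM per compound and 50 µM total)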 | 62,000 tested, 0.06% active | AID 488; in the data active = inhibition above about 22%, passing the limit was not always enough; inconclusive = no clear call, values can overlap the other calls;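 also: 0% = enzyme without compound and 100% = no enzyme blank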
# AP ELISA ortho: orthogonal test for alternative complement pathway inhibitors | Human serum alternative complement pathway, LPS-coated ELISA, C3 deposition; tested in compound mixtures | inhibition, % at 5 µM | 62,000 tested, 0.08% active | AID 1235;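 active = inhibition above 30% in each of the two pooled mixtures holding the compound, so the lower value exceeds 30%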;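 also: 0% = serum in Mg-EGTA without compound and 100% = EDTA serum blank; some compounds past the cut are filed as inactive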
#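 Test system: human serum complement alternative pathway, C3 deposition onto LPS / Medium: Mg2+-EGTA GVB++ buffer containing human serum at 1:15 dilution / Probe or stimulus: Plate-bound LPS / Times: 1 h at 37 °C / Signal: ELISA with HRP anti-human C3 antibody, TMB substrate, absorbance 450 nm / Measure: percent inhibition / Repeats: two pool placements per compound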
# CatS inh: human cathepsin S inhibition; P25774; recombinant cathepsin S, AMC dipeptide fluorescence, pooled mixtures; inhibition, %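 (tested at 5 µM per compound within 10-compound mixtures)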; 62,000 tested, 0.06% active; in the data active = inhibition above about 32%, passing the limit was not always enough; inconclusive = no clear call, values can overlap the other calls;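 also: 0% = enzyme without compound and 100% = blank without enzyme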
# CatG inh: inhibitors of human cathepsin G. P08311. purified enzyme, AMC-tetrapeptide fluorescence, pooled mixtures. inhibition, % at 5 µM (by protocol). 62,000 tested, 0.2% active. AID 581;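 active = inhibition above 20% in each of the two mixture wells holding the compound; inactive = inhibition of 20% or less in either well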;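 also: 0% = enzyme control without mixture and 100% = blank lacking enzyme; strong numbers were not always called active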
# * marks the source's active call; other numbers are inactive results; u = inconclusive; x = no result given. Rule as the data show it, unless noted: active = inhibition above about 20% (passing the limit was not always enough); inactive = the rest. Only part of the results is shown, so the mix of outcomes need not match the whole.
CatB mixtures	AP ELISA ortho	CatG inh	CatL inh	CatS inh	FXIIa inh mix	CatB inh	FXIa mix inh	C1s block	SMILES
0	20	-3	-4	3	11	3	8	-1	CCOCCn1c(N(C)Cc2ccccc2)nc2c1c(=O)[nH]c(=O)n2C
1	-15	-13	-3	-5	5	3	2	-9	COCCNC(=O)CN(c1ccc(OC)c(OC)c1)S(=O)(=O)c1ccc(C)cc1
2	-17	-9	14	10	-4	6	7	-43	CC1CCN(C(=O)Cc2nn(C)c(=O)c3ccccc23)CC1
2	14	5	12	1	3	2	7	14	NC(=O)NC(c1ccccc1)c1ccccc1F (centres undefined)
0	14	8	2	-3	1	-1	7	12	CCOc1ccc(CCNC(=O)CCn2cccc2)cc1OCC
-4	-3	8	-10	11	-5	7	-1	2	Cn1c(=O)c2c(nc(N3CCOCC3)n2CC(=O)C23CC4CC(CC(C4)C2)C3)n(C)c1=O
3	18	7	-8	-6	6	0	5	-15	CC(C)CC(NC=C1C(=O)OC(C)(C)OC1=O)C(=O)O (centres undefined)
0	2	7	-9	0	-22	2	14	21	CN(C)c1cccc(C(=O)n2cc(C(=O)c3cc(F)ccc3O)cn2)c1
-1	-3	9	14	3	3	2	9	8	Cc1cc(N(CC(=O)O)S(C)(=O)=O)ccc1Br
4	6	-4	-2	-3	0	-3	2	-39	CC(C)c1ccc(-c2nc3c([nH]2)c(=O)n(C)c(=O)n3C)cc1
1	-1	1	-1	13	46	-1	4	12	O=c1oc(-c2cccs2)nc2c1cnn2-c1ccccc1
6	13	9	6	2	11	1	2	10	CC(=O)Nc1cccc(N2C(=O)CC(N3CCC(C(=O)N4CCCCC4)CC3)C2=O)c1 (centres undefined)
0	9	-9	-3	-3	9	1	1	-20	CCOC(=O)C1CCN(C(=O)N2CCOCC2)CC1
-1	27	-2	0	5	-17	1	8	-1	O=C(Cn1c(=O)n2ncnc2c2c3c(sc21)CCCC3)c1ccccc1
-4	6	-6	-127	3	12	-11	-5	-115	O=C(O)c1cc2c(s1)-c1ccccc1OC2
2	9	10	-3	-2	4	-1	5	15	CN(C)CCCOC(=O)Cc1ccc(Cl)cc1
7	-13	-10	13	13	5	11	1	-15	O=C(CSc1nnnn1-c1ccccc1)Nc1ccc(Cl)cc1
4	13	-1	x	7	2	0	2	-3	O=C(Cc1cc(=O)[nH]c(=O)[nH]1)NCCN1CCOCC1
1	9	9	-4	-3	1	-2	7	13	COc1ccc(OC)c(C2=Nn3c(nnc3-c3cccc(OC(C)C)c3)SC2)c1
2	5	7	16	5	6	4	-3	4	COc1ccc(-c2noc(CN3CCN(c4ccccc4)CC3)n2)cc1
-4	0	-6	13	u	1	1	1	-23	C=CCNC(=O)c1cc(-c2ccc(Br)cc2)on1
-6	22	-3	1	-20	9	0	-21	-101	COC(=O)c1ccc(-n2nnnc2SCC(=O)NCc2cccc(C(=O)O)c2)cc1
0	6	-3	-3	-3	6	-2	2	-7	CCc1ccc(Nc2ncc3c(n2)CC(c2ccco2)CC3=O)cc1 (centres undefined)
-8	-5	2	-11	6	1	0	-2	5	CCOC(=O)c1c(CN2CCN(C)CC2)n(C)c2cc(Br)c(OC)cc12
4	9	13	-4	8	7	8	5	6	O=C(NCc1ccccc1)c1cc(=O)nc2sc(-c3ccccc3)nn12
1	12	6	-1	-10	6	-1	-3	-24	CCOC(=O)CNc1nc(OCC#N)nc(N2CCOCC2)n1
5	10	11	-3	0	0	3	2	16	CCOC(=O)N1CCN(C(=O)c2cc(S(=O)(=O)N3CCCC3)cn2C)CC1
3	16	8	3	-7	0	0	7	-19	O=C(C1CCCO1)N1CCC(c2nc3ccccc3[nH]2)CC1 (centres undefined)
5	0	13	-4	8	0	5	4	16	CCCOc1ccc(-c2nnc(-c3ccco3)o2)cc1
1	0	-7	x	5	-3	-1	-6	-16	Cc1cc(C(=O)CN2C(=O)NC3(CCCc4ccccc43)C2=O)c(C)n1Cc1cccs1 (centres undefined)
-6	3	-5	5	-2	4	1	3	-2	COC(=O)C1CCN(C(=O)c2sc3nc(-c4ccccc4)cn3c2C)CC1
7	4	11	7	10	-2	6	14	15	COc1ccc(S(=O)(=O)N(C)CC(=O)NC2CCCC2)cc1Cl
0	-4	0	15	14	4	5	6	-31	CCC(=O)N1CCc2cc(S(=O)(=O)CCC(=O)N3CCc4ccccc4C3)ccc21
-1	7	11	-1	3	-2	x	6	14	O=C(NC1CCCCCC1)c1cccs1
4	14	8	-64	-6	5	2	7	11	CCOc1ccc2[nH]c(=O)c(CN(CCO)C(=O)c3ccc(Br)cc3)cc2c1
-11	16	-11	-20	-30	-19	0	-18	-56	CCNC(=O)C1CC(=O)N(c2ccc(Br)cc2)C1 (centres undefined)
-9	9	9	-9	-3	-19	-3	8	-169	Cc1nn(C)cc1/C=N/O
2	8	11	x	10	2	3	3	-2	COc1cc(C(C(=O)NC(C)(C)C)N(Cc2ccccc2)C(=O)c2cnccn2)cc(OC)c1OC (centres undefined)
2	14	3	-1	-1	6	2	11	4	Cc1ccc(Cn2c(CN3CCOCC3)nc3c2c(=O)[nH]c(=O)n3C)cc1
9	17	2	2	2	-17	-2	6	4	CC1CCCC(NC(=O)CSc2nnc(N)s2)C1C (centres undefined)
2	13	3	4	0	1	0	-10	-22	CC(=O)C(Sc1ccc2nnc(-c3ccc(F)cc3)n2n1)C(C)=O
4	4	11	x	17	3	x	5	13	O=C1c2ccccc2C(=O)N1Cc1nc2ccccc2o1
1	3	11	25	4	8	-1	0	8	O=C(CCc1ccccc1)NCCCN1CCOCC1
3	5	-3	x	16	0	-1	7	-6	O=C(c1ccco1)N1CCN(C(=O)c2cc(-c3ccccn3)nc3ccc(Cl)cc23)CC1
6	8	12	-3	-4	3	3	5	15	O=C(C1CCCN(S(=O)(=O)c2cccc3nonc23)C1)N1CCC(Cc2ccccc2)CC1 (centres undefined)
4	13	9	6	1	0	-1	6	8	COc1ccc(/C(O)=C2/C(=O)C(=O)N(CC3CCCO3)C2c2cccc(OC)c2)cc1 (centres undefined)
3	6	6	0	9	6	0	7	1	CC(C)CCn1nnnc1C(c1ccc(F)cc1)N1CCC(C(N)=O)CC1 (centres undefined)
3	-14	3	9	15	17	8	0	1	CCOC(=O)c1[nH]nc(-c2c(O)cc(C)cc2O)c1-c1csc(C)n1
20	16	15	-10	3	-4	-4	23	17	Clc1ccc(-n2ncc3c(N4CCCCCC4)ncnc32)cc1
5	16	11	6	0	1	-5	0	14	Cc1n[nH]c(C)c1-c1nc2ccccc2[nH]1

# The list goes on:
CatB mixtures	AP ELISA ortho	CatG inh	CatL inh	CatS inh	FXIIa inh mix	CatB inh	FXIa mix inh	C1s block	SMILES
3	26	6	11	0	14	2	-4	-7	COc1cccc(-c2nnc(SCC(=O)Nc3cc(C)on3)o2)c1
5	2	7	-1	12	9	-2	10	-2	CCC(=O)N1CCc2cc(Br)cc(S(=O)(=O)CCC(=O)NCC3CCCO3)c21 (centres undefined)
9	8	1	15	19	6	0	1	0	CCOC(=O)C1C(=O)NC(N2CCN(c3ccccc3)CC2)=NC1c1ccco1 (centres undefined)
-8	0	-6	0	-14	5	2	-12	-150	Clc1ccc(-c2nnc(-c3ccccc3)o2)c(Cl)c1
2	23	-5	-2	-2	-3	3	3	-7	CCC(Sc1nnnn1C)C(=O)Nc1ccc(C(C)=O)cc1 (centres undefined)
4	12	10	0	-6	4	-3	5	4	Cc1ccc2c(NC(=O)C3CC3)c(C)ccc2n1
0	10	7	x	-4	5	7	9	13	O=C(Nc1ccc(F)cc1)C1CCC(N2C(=O)c3ccccc3C2=O)CC1 (centres undefined)
5	15	8	12	2	12	3	-5	-3	CCOC(=O)c1ccccc1NC(=O)CSc1nc2ccccc2o1
4	17	8	17	4	2	4	0	5	CCOC1(OCC)N=C(N)C2(C#N)C(c3cccc(OC)c3OC)C12C#N (centres undefined)
5	21	7	x	1	0	3	8	12	Oc1c(C(c2cccs2)N2CCN(c3ccc(F)cc3)CC2)sc2ncnn12 (centres undefined)
1	10	-4	-3	1	-19	3	5	-1	CCN1C(=O)OC2(CCCCC2)C1(C)O (centres undefined)
-4	24	-5	-3	18	3	-3	0	-23	O=C1CSC(=O)N1CC(O)COc1ccc(Cl)cc1 (centres undefined)
6	12	4	-8	-1	-3	-5	8	10	CCc1ccc2oc(=O)cc(CN3CCN(c4ccc(F)cc4)CC3)c2c1
5	18	11	-3	1	2	4	2	6	COc1ccc2[nH]c(=O)c(CN(Cc3ccc(C)cc3)Cc3nnnn3CC3CCCO3)cc2c1 (centres undefined)
1	-6	-5	5	8	-20	-1	-3	-36	CCOC(=O)N1CCN(S(=O)(=O)c2cc(Cl)ccc2Cl)CC1
10	11	-9	-5	-4	3	0	3	-35	CCN(CC)c1ccc2cc(C(=O)Nc3cccnc3N3CCOCC3)c(=O)oc2c1
1	-2	6	21	11	4	1	3	7	CCc1nc(SCC(=O)N2CCN(C(=O)c3ccco3)CC2)c2c3c(sc2n1)CCCC3
-3	-8	11	1	7	11	2	4	5	Cc1cc(C)n2nc(C(=O)Nc3ccccc3N3CCOCC3)nc2n1
-1	6	9	23	2	-6	8	1	4	O=C(Nc1nccs1)C1CCN(S(=O)(=O)c2cnc[nH]2)CC1
-3	-10	-11	37	-1	6	-1	-10	-35	CCCCn1c(=O)c(-c2ccccc2)c(O)c2ccccc21
-1	25	-4	16	-7	-5	-1	4	-1	Cc1ccc(CCN2CC(C(=O)NCCN3CCCCCC3)CC2=O)cc1 (centres undefined)
3	2	-3	-2	38*	3	-3	-4	1	Cc1nnc(SCCCn2c(N3CCCCC3)nc3c2c(=O)[nH]c(=O)n3C)s1
-1	4	7	9	9	4	-4	3	-8	COC(=O)c1ccc(NC(=O)CSc2nnc(CNc3ccc(F)cc3)n2C)cc1
7	0	1	0	4	6	-1	11	5	c1ccc(C(c2nnnn2C2CCCC2)N2CCCCCC2)nc1 (centres undefined)
-3	-5	-17	2	0	2	-2	-8	-30	CC(=O)Nc1ccn(-c2ccccc2)n1
3	16	11	14	8	2	0	1	15	COc1ccccc1NS(=O)(=O)c1ccc(NC(C)=O)cc1
4	12	11	-2	-3	-17	3	2	10	COc1ccc(-c2ocnc2C(=O)Nc2ccccc2N2CCCCC2)cc1
1	-1	8	10	3	0	4	3	14	Cc1c(N(C)C(=O)C2CCCN2S(=O)(=O)c2ccccc2)c(=O)n(-c2ccccc2)n1C (centres undefined)
11	4	3	2	15	8	-5	19	-5	COc1cccc(C(=O)Nc2cc(NC(=O)c3ccco3)ccc2OC)c1
5	12	-2	-1	-5	1	-8	9	-5	O=C(CN1C(=O)C2C3C=CC(C3)C2C1=O)Nc1nc(SCc2ccc(Cl)cc2)n[nH]1 (centres undefined)
0	0	9	7	1	-18	1	6	10	CCOC(=O)c1ccc(NC(=O)Cn2nnc(-c3ccc(F)cc3)n2)cc1
5	11	11	2	-12	6	3	5	9	Cc1c(N(C)C)nc2ccccc2c1N

# With a hit mark in CatS inh (from the list above):
CatB mixtures	AP ELISA ortho	CatG inh	CatL inh	CatS inh	FXIIa inh mix	CatB inh	FXIa mix inh	C1s block	SMILES
3	2	-3	-2	38*	3	-3	-4	1	Cc1nnc(SCCCn2c(N3CCCCC3)nc3c2c(=O)[nH]c(=O)n3C)s1
